# GLS inh: qHTS for Inhibitors of Glutaminase (GLS) | Glutaminase kidney isoform, mitochondrial (Homo sapiens), O94925 | GLS enzymatic activity, qHTS titration | Potency, µM (series often up to 45.5 µM), for inactives: top-dose activity change, negative = inhibition, actives largely listed as inhibitors | 0.21% of 410,000 active; also: potency is read from the fitted curve at half-maximal effect; % is scaled to controls: 0 for no effect and ±100 for the full control effect
#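 Two-point fluorescence kinetic (t0, 30 min RT) for hKGA; glutamate detected via glutamate oxidase–HRP–Amplex Red. Substrate: 1 mM L-glutamine solution; buffer 45 mM KH2PO4, pH 8.2.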
# TrxR1 substrate: qHTS Assay for Substrates of Mammalian Selenoprotein Thioredoxin Reductase 1 (TrxR1): qHTS | Thioredoxin reductase 1, cytoplasmic (Rattus norvegicus), O89049 | purified TrxR1 substrate turnover, NADPH consumption readout | Potency, µM (titrated, usually from 114 µM), inactives show at the top dose activity change, negative = substrate turnover | 0.01% of 390,000 active | AID 588456, 2011; also: potency is read from the fitted curve at half-maximal effect; % is scaled to controls: 0 for no effect and ±100 for the full control effect; nearly all actives have a fitted effect of over 50% in size
#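 Rat TrxR1, dispensed at 90 nM, was prereduced with 400 uM NADPH (final) for 5 min at ~22 deg C, then incubated with compound 15 min before 400 uM selenite. A first-read NADPH fluorescence drop versus no-compound background flagged substrates.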
# HP1b chromo inh: HTS for Inhibitors of HP1-beta Chromodomain Interactions with Methylated Histone Tails; Chromobox protein homolog 1 (Homo sapiens), P83916; AlphaScreen HP1-beta / biotin-H3K9me3 peptide binding; Potency, µM (doses to about 114 µM), for inactives: at the highest dose activity change, negative = inhibition, usual class: inhibitors; 0.56% of 390,000 active; also: potency is read from the fitted curve at half-maximal effect; nearly all actives have a fitted effect of over 70% in size; inactives centre near 23
# Target sequence (P83916 whole entry, looked up): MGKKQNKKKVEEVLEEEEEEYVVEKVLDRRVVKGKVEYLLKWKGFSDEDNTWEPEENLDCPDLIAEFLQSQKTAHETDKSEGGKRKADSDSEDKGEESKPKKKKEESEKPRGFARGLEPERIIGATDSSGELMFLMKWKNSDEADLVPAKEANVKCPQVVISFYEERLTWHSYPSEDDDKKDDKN
#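 AlphaScreen: HP1-beta (50 nM) preformed 30 min with biotin-H3(1-18)K9me3 peptide (50 nM) in PBS pH 7.4, 0.01% Tween-20. Compound added for 30 min at RT, then streptavidin donor/nickel chelate acceptor beads (10 ug/mL) for 30 min.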
# USP1-UAF1 inh: Inhibitors of USP1/UAF1: Primary Screen. Ubiquitin carboxyl-terminal hydrolase 1 (Homo sapiens), O94782. recombinant USP1/UAF1, Ub-Rhodamine cleavage fluorescence. Potency, µM (titrated, usually from 57.1 µM), inactives show at the highest dose activity change, negative = inhibition, usual class: inhibitors. 0.23% of 390,000 active. AID 743255, 2014; also: potency is read from the fitted curve at half-maximal effect; % is scaled to controls: 0 for no effect and ±100 for the full control effect; nearly all actives have a fitted effect of over 60% in size; inactives centre near -12
#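 In this screen, compounds sit with the deubiquitinase complex (1nM) for 15 min at room temperature before Ub-Rho is added at 150nM final. Fluorescence rise is then followed for 6 reads every 60 seconds.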
# Tb PGK inh: qHTS Assay to Find Inhibitors of Phosphoglycerate Kinase; Phosphoglycerate kinase, glycosomal (Trypanosoma brucei brucei), P07378; PGK/GAPDH coupled, Kinase-Glo luminescence, 60 min; Potency, µM (highest dose often 57.5 µM), for inactives: top-dose activity change, negative = inhibition, actives largely listed as inhibitors; 0.043% of 380,000 active; AID 602233, 2012; also: potency is read from the fitted curve at half-maximal effect; % is scaled to controls: 0 for no effect and ±100 for the full control effect; nearly all actives have a fitted effect of over 60% in size
# Target sequence (P07378 whole entry, looked up): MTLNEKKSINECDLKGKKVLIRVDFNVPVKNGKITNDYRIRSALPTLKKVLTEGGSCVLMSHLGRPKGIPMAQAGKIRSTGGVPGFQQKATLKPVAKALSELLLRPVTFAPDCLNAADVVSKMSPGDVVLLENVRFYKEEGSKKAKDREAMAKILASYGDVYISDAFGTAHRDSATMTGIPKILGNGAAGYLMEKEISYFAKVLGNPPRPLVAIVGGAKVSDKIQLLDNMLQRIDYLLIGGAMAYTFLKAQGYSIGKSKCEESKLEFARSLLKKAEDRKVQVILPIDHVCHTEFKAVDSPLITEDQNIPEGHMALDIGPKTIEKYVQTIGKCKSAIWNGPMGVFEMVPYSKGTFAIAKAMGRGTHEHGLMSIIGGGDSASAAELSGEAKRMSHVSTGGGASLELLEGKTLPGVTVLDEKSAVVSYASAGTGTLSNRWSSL
#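 Recombinant glycosomal PGK reaction used 1,3-bisphosphoglycerate generated in-well by GAPDH (100nM final) in 100mM TEA pH 7.6, 5mM MgCl2, 0.01% Tween-20. After 60 minutes at room temperature, ATP was read by Kinase-Glo Plus luminescence end-point.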
# Pin1 inh: qHTS Assay to Find Inhibitors of Pin1; Peptidyl-prolyl cis-trans isomerase NIMA-interacting 1 (Homo sapiens), Q13526; Pin1 FP peptide displacement, HiFluor488, 10 min; Potency, µM (titrated, usually from 115 µM), for the others: at the top dose activity, negative = inhibition, actives largely listed as inhibitors; 0.009% of 390,000 active; active = well fitted inhibition curve with a large enough effect in the polarisation, with a control signal flat, not every such curve was filed as active; inconclusive = small, poorly fitted or top-dose-only effect, or effect the other way, or a change in a side signal; inactive = no such curve, though single readings can be large or run the other way; the % refers to the polarisation; also: potency is read from the fitted curve at half-maximal effect; % is scaled to controls: 0 for no effect and ±100 for the full control effect
# TrxR1 inh: qHTS Assay for Inhibitors of Mammalian Selenoprotein Thioredoxin Reductase 1 (TrxR1): qHTS. Thioredoxin reductase 1, cytoplasmic (Rattus norvegicus), O89049. recombinant rTrxR1, NADPH fluorescence consumption, selenite substrate. Potency, µM (series often up to 114 µM), for inactives: at the highest dose activity change, negative = inhibition, hits mostly inhibitors. 1% of 390,000 active; also: potency is read from the fitted curve at half-maximal effect; % is scaled to controls: 0 for no effect and ±100 for the full control effect; nearly all actives have a fitted effect of over 65% in size
#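 Rat TrxR1 (90 nM in the dispensed reagent) was pre-reduced with 400 uM NADPH for 5 min at room temperature, then incubated with compound for 15 min. After 400 uM selenite was added, NADPH fluorescence (Ex 340/Em 450 nm) was followed for 8 min.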
# mIDH1 inhibitor: qHTS for Inhibitors of mutant isocitrate dehydrogenase 1 (IDH1): qHTS. Isocitrate dehydrogenase [NADP] cytoplasmic (Homo sapiens), O75874. IDH1-R132H enzyme, NADPH consumption, diaphorase/resazurin fluorescence. 0.093% of 390,000 active. Potency, µM (highest dose often 76.6 µM), for the others: top-dose activity change, negative = inhibition, hits mostly inhibitors; also: potency is read from the fitted curve at half-maximal effect; % is scaled to controls: 0 for no effect and ±100 for the full control effect; nearly all actives have a fitted effect of over 65% in size
# Target sequence (O75874 whole entry R132H, stated change not applied): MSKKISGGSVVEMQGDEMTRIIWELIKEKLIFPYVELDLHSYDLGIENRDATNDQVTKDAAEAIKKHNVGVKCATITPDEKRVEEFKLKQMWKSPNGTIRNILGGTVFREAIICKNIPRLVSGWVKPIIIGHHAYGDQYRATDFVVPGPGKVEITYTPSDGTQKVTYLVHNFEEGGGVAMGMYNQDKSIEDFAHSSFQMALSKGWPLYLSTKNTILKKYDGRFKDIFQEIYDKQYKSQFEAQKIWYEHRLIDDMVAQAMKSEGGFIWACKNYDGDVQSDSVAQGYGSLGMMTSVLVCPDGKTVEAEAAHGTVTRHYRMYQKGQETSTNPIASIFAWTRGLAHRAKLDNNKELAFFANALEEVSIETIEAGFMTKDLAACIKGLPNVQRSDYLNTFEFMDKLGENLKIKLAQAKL
#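 IDH1-R132H (0.5 ug/mL dispensed) in pH 7.5 Tris buffer was preincubated 30 min with compound, then given a substrate mix of 0.016 mM NADPH and 2 mM alpha-KG for 80 min at room temperature; remaining NADPH was read by diaphorase/resazurin fluorescence.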
# PI4K2A block: qHTS for small molecular inhibitors of PI4K2A; 0.13% of 420,000 active; activity change, negative = inhibition, % at 76.9 µM; purified PI4K2A, ADP-Glo luminescence, 1 h; hits give low values; in the data active = activity change below about -50%; inconclusive = mostly about -30% to -49%;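 also: -100% = wells without enzyme as full effect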
#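 In this quantitative HTS, ADP production by PI4K2A was quantified luminescently after 1 h at ambient temperature; 100 microM adenosine served as plate-quality control.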
# Numbers without * were called inactive; i = inactive; ? = inconclusive; . = no result given; [ ] = dose if it differs, or a comment. Unless noted, calls follow the shape of the dose curve; as a rule, active = well fitted curve in the direction sought with a large enough effect; inconclusive = small, poorly fitted or top-dose-only effect, or another doubt; inactive = no such curve, though single readings can be large; an effect the other way counts as inactive or inconclusive. Some of the compounds tested; the hit share may differ from the screen's.
SMILES,GLS inh,TrxR1 substrate,HP1b chromo inh,USP1-UAF1 inh,Tb PGK inh,Pin1 inh,TrxR1 inh,mIDH1 inhibitor,PI4K2A block
Cn1ncc(Br)c1C(=O)N/N=C/c1cccc(OC2CSC2)c1,-4%,-8%,?,-9%,7%,2%,-8%,30%,2
C/C(=N\N(c1ccccc1)c1ccccc1)c1ccc(O)cc1,?,-10%,?,?,7%,?,-4%,-10%,-1
COc1ccc(-c2cnnc(N/N=C/c3ccc(-c4ccc([N+](=O)[O-])cc4)o3)n2)cc1,-6%,4%,29%,-25%,7%,?,26%,-5%,1
CCn1c(SCC(=O)N2CCCCC2C)nnc1-c1ccco1 (centres undefined),0%,-8%,19%,-4%,-8%,5%,-37%,3%,1
NC(=O)CCCn1c(C(=O)c2cc(Cl)c(N)c(Cl)c2)c2ccc(C(F)(F)F)cc2[n+]1[O-],4%,-1%[57.1 µM],6%,-25%,2%,-9%,-8%[57.1 µM],-10%,0
C=CCOc1cccc(C(=O)N2CCCC(Nc3ccc(F)cc3)C2)c1 (centres undefined),3%,5%,?,-18%,-10%,-3%,17%,11%,-2
COC(=O)N/N=C(\C)c1ccccc1Br,3%,1%,13%,-7%,-3%,-9%,3%,-2%,-1
CCOC(=O)CSC1=NC(=O)CS1,17%,0%,29%,-13%,1%,36%[activator],14µM*,-2%,2
Cc1ccc(NC(=O)N2CCN(Cc3ccc4c(c3)OCO4)CC2)cc1,1%,5%,1%,-2%,-9%,?,14%,0%,0
O=C(COc1ccc2c(c1)oc(=O)c1ccccc12)N[C@@H](Cc1ccccc1)C(=O)O,7%,241%[activator],42%[activator],-18%,-5%,0%,-10%,-6%,-3
Cc1ccc(Cn2nnc3c(=O)n(CC(=O)c4ccccc4)cnc32)cc1,-1%,6%[57.1 µM],25%,-21%,-2%,-1%,11%[57.1 µM],-2%,3
COc1ccc(NS(=O)(=O)c2csc(C(N)=O)c2)cc1,10%,-7%,12%,-14%,-1%,5%,-18%,-10%,4
CC1CCN(C(=O)CSc2nc(=O)n3cc(Cl)ccc3n2)CC1,-1%,-2%[57.1 µM],-7%,-10%,-1%,11%,-9%[57.1 µM],3%,1
C=CCOc1nc2c(c(=O)n(C)c(=O)n2C)n1Cc1ccc(Cl)cc1Cl,-11%,8%[57.1 µM],26%,-7%,i,-6%,23%[57.1 µM],9%,2
COc1ccc(NC(=O)CN2C(=O)NC(C)(C3CC3)C2=O)cc1S(=O)(=O)N1CCOCC1 (centres undefined),1%,-1%,29%,-22%,-7%,2%,2%,0%,4
Cc1cccc(Oc2coc3cc(OC(=O)c4cc5ccccc5oc4=O)ccc3c2=O)c1,2%,10%,22%,-23%,-2%,-4%,14%,-3%,16
O=C(NC1CC1)C1CCN(C(=O)c2ccc(Cl)cc2)CC1,4%,7%,14%,-17%,-6%,-5%,23%,2%,1
CCN(CC)S(=O)(=O)c1ccc(NC(=O)c2ccc(Cl)nc2)cc1,12%,6%,25%,-14%,-4%,-3%,15%,3%,6
Clc1ccc2nc(CN3CCCc4ccccc43)cn2c1,17%,-1%,-38%,-32%,6%[11.5 µM],-3%,-9%,9%,-2
COc1ccccc1NC(=O)c1ccc(NC(=O)C2CC2)cc1,5%,5%[57.1 µM],19%,-6%,3%,5%,-2%[57.1 µM],13%,5
N/C(=N\OC(=O)c1ccc(=O)n(Cc2ccc(Cl)cc2)c1)c1ccccn1,1%,-2%,58%[activator],-15%,.,1%,20%,-3%,3
COc1ccc(OC(=O)CCN2C(=O)C3C4C=CC(C4)C3C2=O)cc1 (centres undefined),1%,6%[57.1 µM],2%,-26%,-4%,-4%,8%[57.1 µM],-2%,-2
CCc1nnc(NC(=O)C2CC(=O)N(c3ccc4c(c3)OCCO4)C2)s1 (centres undefined),?,13%,?,-9%,-2%,-6%,24%,4%,-8
Cc1ccc(Cn2nc(C)c3cc(C(=O)OCC(N)=O)sc32)cc1,5%,-8%,28%,-19%,11%,-1%,-5%,2%,-8
O=C1c2ccccc2C(O)N1Cc1ccccc1 (centres undefined),2%,11%[57.1 µM],11%,-8%,-2%,-5%,15%,-1%,3

# Structural class, the entries above with two or more sulfur atoms (2)
SMILES,GLS inh,TrxR1 substrate,HP1b chromo inh,USP1-UAF1 inh,Tb PGK inh,Pin1 inh,TrxR1 inh,mIDH1 inhibitor,PI4K2A block
CCOC(=O)CSC1=NC(=O)CS1,17%,0%,29%,-13%,1%,36%[activator],14µM*,-2%,2
COc1ccc(NS(=O)(=O)c2csc(C(N)=O)c2)cc1,10%,-7%,12%,-14%,-1%,5%,-18%,-10%,4

# One compound at a time, as listed above.
# Results for `CCOC(=O)CSC1=NC(=O)CS1` : GLS inh: 17%; TrxR1 substrate: 0%; HP1b chromo inh: 29%; USP1-UAF1 inh: -13%; Tb PGK inh: 1%; Pin1 inh: 36%[activator]; TrxR1 inh: 14µM*; mIDH1 inhibitor: -2%; PI4K2A block: 2
# Results for `O=C1c2ccccc2C(O)N1Cc1ccccc1` (centres undefined) : GLS inh: 2%; TrxR1 substrate: 11%[57.1 µM]; HP1b chromo inh: 11%; USP1-UAF1 inh: -8%; Tb PGK inh: -2%; Pin1 inh: -5%; TrxR1 inh: 15%; mIDH1 inhibitor: -1%; PI4K2A block: 3

# The main list resumes, repeating the two entries before the break.
SMILES,GLS inh,TrxR1 substrate,HP1b chromo inh,USP1-UAF1 inh,Tb PGK inh,Pin1 inh,TrxR1 inh,mIDH1 inhibitor,PI4K2A block
Cc1ccc(Cn2nc(C)c3cc(C(=O)OCC(N)=O)sc32)cc1,5%,-8%,28%,-19%,11%,-1%,-5%,2%,-8
O=C1c2ccccc2C(O)N1Cc1ccccc1 (centres undefined),2%,11%[57.1 µM],11%,-8%,-2%,-5%,15%,-1%,3
CC(=O)c1nn(-c2cccc(C)c2)cc1C(=O)c1cccc(Br)c1,0%,4%,-10%,-19%,1%,0%,12%,-6%,2
Cn1cnc2c(NCc3ccccc3)nc(Cl)nc21,.,0%,20%,.,.,0%,14%,.,.
Cc1cccc(C)c1NC(=O)CSCCO,-3%,8%[57.1 µM],16%,-12%,-2%,1%,4%[57.1 µM],-2%,7
Cc1ccc(C2CCN(C(=O)Nc3ccc(C)c(C)c3)C2)cc1 (centres undefined),-4%,0%[57.1 µM],2%,-5%,-6%,-2%,18%[57.1 µM],4%,-8
Cc1cc(NC(=O)CSCC(=O)Nc2cc(C(F)(F)F)ccc2N2CCCC2)no1,17%,1%,20%,-14%,-5%,-2%,7%,-4%,1
COc1ccc(COc2ccccc2C(=O)NCc2ccccc2)cc1F,4%,-3%,48%[activator],-19%,-10%,-9%,-4%,-1%,-5
CCS(=O)(=O)N1CCN(C2Cc3ccccc3C2)CC1,-4%,-12%,?,-10%,13%,?,-19%,0%,2
COc1ccccc1OCCSc1nc(N)cc(N)n1,3%,15%[57.1 µM],33%,-7%,4%,-2%,20%[57.1 µM],-1%,21
CC(=O)Nc1ccc(S(=O)(=O)NCCSCc2ccco2)cc1,12%,8%[57.1 µM],6%,-10%,2%,0%,?,0%,-6
O=C(O)CSCC(=O)Nc1ccc(C2CCCCC2)cc1,7%,1%,19%,2%,-7%,6%,9%,0%,-2
O=C(NCCCN1CCCC1=O)C1CCN(S(=O)(=O)c2cccc(Cl)c2Cl)CC1,8%,2%,31%,-3%,-2%,-9%,27%,1%,-9
CCOc1ccc(C2C(C(N)=O)=C(C)Nc3nc(SCc4ccccc4F)nn32)cc1 (centres undefined),-3%,4%[2.29 µM],31%,?,0%,9%,8%,2%,-6
CCN(C(=O)Cn1cc(C(=O)C(=O)N2CCOCC2)c2ccccc21)c1ccccc1,10%,-15%,16%,-3%,6%,0%,-25%,-6%,0
COc1ccc(NC(=O)COC(=O)c2ncc(Cl)c(Cl)c2Cl)c(OC)c1,-1%,-4%,-2%,-20%,4%,-2%,-9%,3%,4
